OPRM1-OPRD1 inv = inverse agonists of human mu-delta opioid receptor heterodimerization; cell-based MOR-DOR heterodimer luminescence, inverse agonism; inhibition, % at 9.3 µM; actives 0.21% (n = 340,000); P35372+P41143; in the data active = inhibition above about 22%, passing the limit was not always enough;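 note: 0% = cells with DMSO and 100% = wells without cells with DMSO; values of inactives mirror those of a sister screen read the other way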
Tat transport = E. coli Tat transport inhibition; actives 0.036% (n = 340,000); AID 488895; E. coli MC4100 TorA-mCherry Tat export, fluorescence; inhibition, % at 10 µM;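 active = mean replicate inhibition at least 50% and at least half of replicates individually reaching 50%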;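 note: exported cargo escapes ClpAP degradation while cytoplasmic cargo is degraded and loses fluorescence; 0% = median of neutral control wells and 100% = median of NaSCN control wells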
SUMO Mot1 rescue = blocks SUMOylation pathway, rescuing yeast Mot1-301 growth. S. cerevisiae Mot1-301 growth rescue, ATP luminescence, 38.5C; percent above DMSO median, 100 means doubled. growth rescue, % at 18.8 µM. actives 1% (n = 320,000). AID 2716;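 active = every valid replicate shows activation above 250% relative to neutral control wells; inactive = the rest, any valid replicate at or below 250%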;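 note: OY570 slx delta 5 strain wells were the positive control but not used for scaling; some compounds called inactive have numbers as strong as hits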
PKA-R1A activ = activates the PKA-R1A holoenzyme complex; PKA-R1A dissociation, Cy5-IP20 fluorescence polarization; scaled: DMSO 0%, 113 µM cGMP 100%; P00514+P68181; activation, % at 11.4 µM; actives 0.083% (n = 340,000);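 active = percent activation above the mean of all tested compounds plus 3 SD, cut at about 19% in these data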;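 note: higher means more PKAc released from R1A so a rise in polarization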
Arrestin-AP2 inh = blocks beta-arrestin peptide binding to AP2 adaptin; FITC-arrestin peptide / GST-AP2 beads, flow cytometry; AP2 beta2 appendage carries R879A mutation; inhibition, % at 10 µM; actives 0.31% (n = 340,000);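 active = inhibition above a set limit, near 3 SD of compounds lacking own fluorescence, cut at about 54% in these data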;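 note: plate controls were DMSO wells for no effect and 5 µM unlabelled arrestin peptide for full effect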
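System: GST-AP2 R879A glutathione beads | Also added: FITC-arrestin peptide, 50 nM | Times: 12 min plus 1 h, RT | Signal: Bead flow cytometry, FITC channel | Buffer or medium: PBS with 0.05% Tween 20 and 0.1% BSA | Read-out basis: Percent drop in bead-associated FITC signal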
Ecoli viability = reduces bacterial viability in AddAB counter-screen | E. coli V3065 growth, OD600 absorbance, 18 h | inhibition, % at 11.9 µM | actives 0.27% (n = 330,000) | AID 449728;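 active = inhibition above the campaign's mean inhibition across all tested compounds plus 3 SD, cut at about 9.9% in these data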;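 note: uninfected addAB+ strain grown without phage in ampicillin broth; 0% = DMSO wells and 100% = ciprofloxacin 0.95 µg/ml wells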
OPRM1-OPRD1 ag = agonists of human mu-delta opioid receptor heterodimerization | cells, OPRM1-OPRD1 heterodimerization, luminescence | activation, % at 9.3 µM | actives 0.3% (n = 340,000) | AID 504326; in the data active = activation above about 18%;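 note: 0% = vehicle-treated cells and 100% = reference agonist; values of inactives mirror those of a sister screen read the other way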
AddAB inh = less growth of phage-infected E. coli with AddAB. actives 0.29% (n = 330,000). E. coli expressing H. pylori AddAB, absorbance growth. inhibition, % at 11.9 µM; in the data active = inhibition above about 12%;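 note: 0% = vehicle wells of infected cells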
PfHsp90 yeast 2 = inhibits growth of yeast expressing Plasmodium falciparum Hsp90; AID 504621; actives 0.32% (n = 310,000); inhibition, % at 9.4 µM; S. cerevisiae expressing PfHsp90, BacTiter-Glo ATP, 48 h; yeast lacking PDR1 and PDR3 efflux regulators;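 active = every replicate shows inhibition above about 80%, whatever the replicate mean, limit read from the data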;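 note: 0% = DMSO neutral controls and 100% = 20 µM radicicol positive controls; yeast relying on Plasmodium falciparum Hsp90 in place of its own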
DSG3 Ab inh = blocks pemphigus antibody binding to human desmoglein-3 | P32926 | DSG3-coupled beads, scFv-anti-DSG3-GFP binding, flow cytometry; hits give low values | binding (percent of control), % at 10 µM | actives 0.48% (n = 310,000) | AID 588358;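 active = binding more than 3 SD below its plate's average and above zero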;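 note: hits lower antibody fragment binding to DSG3; some compounds called inactive have numbers as strong as hits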
Target sequence (P32926 whole entry, looked up, the tested form may be a part): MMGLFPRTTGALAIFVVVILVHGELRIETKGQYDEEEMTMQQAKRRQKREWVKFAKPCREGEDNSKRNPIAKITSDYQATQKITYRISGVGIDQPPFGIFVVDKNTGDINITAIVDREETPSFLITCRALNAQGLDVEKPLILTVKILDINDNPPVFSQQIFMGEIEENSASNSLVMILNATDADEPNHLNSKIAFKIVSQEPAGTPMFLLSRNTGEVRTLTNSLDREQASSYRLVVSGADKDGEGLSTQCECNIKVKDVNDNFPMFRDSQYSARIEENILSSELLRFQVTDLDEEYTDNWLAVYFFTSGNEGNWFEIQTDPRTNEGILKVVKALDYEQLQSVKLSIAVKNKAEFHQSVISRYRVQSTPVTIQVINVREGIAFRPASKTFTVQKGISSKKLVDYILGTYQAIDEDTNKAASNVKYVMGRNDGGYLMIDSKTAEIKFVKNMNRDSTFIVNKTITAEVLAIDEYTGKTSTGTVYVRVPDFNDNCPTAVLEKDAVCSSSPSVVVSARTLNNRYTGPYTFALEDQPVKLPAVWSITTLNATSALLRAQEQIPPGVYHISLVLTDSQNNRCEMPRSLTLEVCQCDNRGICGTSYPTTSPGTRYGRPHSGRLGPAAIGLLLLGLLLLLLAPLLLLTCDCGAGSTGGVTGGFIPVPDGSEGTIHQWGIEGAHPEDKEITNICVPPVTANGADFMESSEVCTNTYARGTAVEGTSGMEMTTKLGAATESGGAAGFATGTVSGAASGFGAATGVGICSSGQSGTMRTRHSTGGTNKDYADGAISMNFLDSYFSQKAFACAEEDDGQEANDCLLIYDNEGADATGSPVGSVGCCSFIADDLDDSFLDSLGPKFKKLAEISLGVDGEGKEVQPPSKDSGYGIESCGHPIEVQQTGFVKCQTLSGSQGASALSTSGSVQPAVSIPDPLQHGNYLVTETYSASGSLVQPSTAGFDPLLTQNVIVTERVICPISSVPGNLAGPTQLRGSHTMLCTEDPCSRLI
phage Ecoli inh = E. coli growth loss with phage present | actives 0.26% (n = 360,000) | growth absorbance | AID 651602 | inhibition, % at 11.9 µM; in the data active = inhibition above about 11%
Starred values were filed as active, the others as inactive. Random draw from the library; about 2.8% have a hit in one of these screens.

COC(=O)N/N=C(\C)c1ccc(-n2ccnc2)cc1 was read as OPRM1-OPRD1 inv 9, Tat transport 7, SUMO Mot1 rescue -9, PKA-R1A activ 0, Arrestin-AP2 inh 0, Ecoli viability 0.6, OPRM1-OPRD1 ag -1.6, AddAB inh -0.1, PfHsp90 yeast 2 -3, DSG3 Ab inh 103 and phage Ecoli inh 3.5.
Screening Cc1cccc(N(C(=O)CCC(=O)Nc2cc(C)on2)C(C(=O)NC2CCCC2)c2ccccc2)c1 (centres undefined) returned OPRM1-OPRD1 inv 9, Tat transport -2, SUMO Mot1 rescue 376, PKA-R1A activ 6, Arrestin-AP2 inh 1, Ecoli viability 2.3, OPRM1-OPRD1 ag -1.4, AddAB inh 1.2, PfHsp90 yeast 2 -24, DSG3 Ab inh 98 and phage Ecoli inh -0.1.
C=CCNC(=O)c1cccn1-c1ccsc1C(=O)OC was read as OPRM1-OPRD1 inv 10, Tat transport -6, SUMO Mot1 rescue -10, PKA-R1A activ -2, Arrestin-AP2 inh 2, Ecoli viability -0.2, OPRM1-OPRD1 ag -2.4, AddAB inh 5.3, PfHsp90 yeast 2 20, DSG3 Ab inh 111 and phage Ecoli inh 0.9.
Screening COc1cc(OC)c(C(=O)Nc2ccc(C(=O)c3ccccc3)cc2)cc1OC returned OPRM1-OPRD1 inv -2, Tat transport 6, SUMO Mot1 rescue 22, PKA-R1A activ -4, Arrestin-AP2 inh -12, Ecoli viability 0.9, OPRM1-OPRD1 ag 0.4, AddAB inh 2.9, PfHsp90 yeast 2 -5, DSG3 Ab inh 105 and phage Ecoli inh -1.3.
`CC[C@@H](CCC=C(C)C)C(=O)N(Cc1ccccc1)c1ccccc1` gave OPRM1-OPRD1 inv -46, Tat transport 4, SUMO Mot1 rescue 2, PKA-R1A activ -5, Arrestin-AP2 inh 29, Ecoli viability -0.3, OPRM1-OPRD1 ag 8.1, AddAB inh -0.2, PfHsp90 yeast 2 5, DSG3 Ab inh 101 and phage Ecoli inh 1.5.
CCCCCCCCCCCCCCCC[n+]1cccc2ccccc21 was read as OPRM1-OPRD1 inv -74, Tat transport 5, SUMO Mot1 rescue -47, PKA-R1A activ 6, Arrestin-AP2 inh 18, Ecoli viability 4.3, OPRM1-OPRD1 ag 15, AddAB inh 6.0, PfHsp90 yeast 2 106* and phage Ecoli inh 4.3.
For CCOC(=O)c1ccc(NC(=S)NCCC2=CCCCC2)cc1 the results were OPRM1-OPRD1 inv -2, Tat transport 7, SUMO Mot1 rescue 23, PKA-R1A activ 3, Arrestin-AP2 inh 7, Ecoli viability 1.1, OPRM1-OPRD1 ag 0.3, AddAB inh -1.2, PfHsp90 yeast 2 22, DSG3 Ab inh 123 and phage Ecoli inh 4.1.
Screening Cc1c(NC(=O)c2ccc(S(=O)(=O)N3CC(C)OC(C)C3)cc2)c(=O)n(-c2ccccc2)n1C (centres undefined) returned OPRM1-OPRD1 inv 6, Tat transport 7, SUMO Mot1 rescue -6, PKA-R1A activ -3, Arrestin-AP2 inh -1, Ecoli viability -2.0, OPRM1-OPRD1 ag -0.8, AddAB inh 1.9, PfHsp90 yeast 2 -13, DSG3 Ab inh 98 and phage Ecoli inh 3.2.
`O=[N+]([O-])c1cccnc1N1CCN(c2ccc(F)cc2)CC1` gave OPRM1-OPRD1 inv -2, Tat transport -1, SUMO Mot1 rescue 5, PKA-R1A activ 5, Arrestin-AP2 inh 6, Ecoli viability 0.1, OPRM1-OPRD1 ag 0.4, AddAB inh 0.3, PfHsp90 yeast 2 -38 and phage Ecoli inh 0.1.
Cc1cc(C(=O)N/N=C/c2cc(Br)cc(Br)c2OC(=O)c2cccc(F)c2)n[nH]1 was read as OPRM1-OPRD1 inv 3, Tat transport -4, SUMO Mot1 rescue 0, PKA-R1A activ -12, Arrestin-AP2 inh 2, Ecoli viability -0.8, OPRM1-OPRD1 ag -0.6, AddAB inh 0.8, PfHsp90 yeast 2 -32, DSG3 Ab inh 75 and phage Ecoli inh 5.1.
`Cc1cc(CSc2ccccc2)ccc1NC(=O)c1ccc(CN2CCOCC2)cc1` gave OPRM1-OPRD1 inv -3, Tat transport -2, SUMO Mot1 rescue 96, PKA-R1A activ -19, Arrestin-AP2 inh 5, Ecoli viability -2.8, OPRM1-OPRD1 ag 0.6, AddAB inh 2.4, PfHsp90 yeast 2 -106 and phage Ecoli inh 3.8.
Screening O=C(Nc1ccccc1)c1cc2ccccc2o1 returned OPRM1-OPRD1 inv -1, Tat transport 5, SUMO Mot1 rescue -21, PKA-R1A activ 3, Arrestin-AP2 inh 1, Ecoli viability -1.7, OPRM1-OPRD1 ag 0.2, AddAB inh 1.6, PfHsp90 yeast 2 0, DSG3 Ab inh 104 and phage Ecoli inh 5.3.
For COCCNC(=S)c1ccc(Br)cc1 the results were OPRM1-OPRD1 inv 6, Tat transport -6, SUMO Mot1 rescue 21, PKA-R1A activ 1, Arrestin-AP2 inh -5, Ecoli viability 0.2, OPRM1-OPRD1 ag -1.2, AddAB inh -0.4, PfHsp90 yeast 2 -39, DSG3 Ab inh 94 and phage Ecoli inh 1.6.
Screening COc1ccc(Cn2c(=O)[nH]c3cc(C(=O)NCCCN4CCCCC4)ccc3c2=O)cc1 returned OPRM1-OPRD1 inv 13, Tat transport -3, SUMO Mot1 rescue -9, PKA-R1A activ 4, Arrestin-AP2 inh 1, Ecoli viability -3.5, OPRM1-OPRD1 ag -2.2, AddAB inh -0.8 and phage Ecoli inh 2.4.
Screening COC(=O)c1ccc(C2C(C#N)=C(N)Oc3cc(O)ccc32)cc1 (centres undefined) returned OPRM1-OPRD1 inv 5, Tat transport 5, SUMO Mot1 rescue -16, PKA-R1A activ -1, Arrestin-AP2 inh 35, Ecoli viability -0.2, OPRM1-OPRD1 ag -1.0, AddAB inh -0.5, PfHsp90 yeast 2 11, DSG3 Ab inh 106 and phage Ecoli inh 3.6.
For Cc1ccc(NC(=S)Nc2c(C)n(C)n(-c3ccccc3)c2=O)cc1Cl the results were OPRM1-OPRD1 inv -10, Tat transport 17, SUMO Mot1 rescue -5, PKA-R1A activ 2, Arrestin-AP2 inh -5, Ecoli viability -1.4, OPRM1-OPRD1 ag 1.9, AddAB inh -0.1, PfHsp90 yeast 2 16, DSG3 Ab inh 96 and phage Ecoli inh 0.8.
CS(=O)(=O)N(Cc1ccc(Cl)cc1)c1ccc(C(=O)NCCSCc2ccco2)cc1 was read as OPRM1-OPRD1 inv 2, Tat transport 3, SUMO Mot1 rescue -7, PKA-R1A activ -5, Arrestin-AP2 inh -2, Ecoli viability 0.0, OPRM1-OPRD1 ag -0.4, AddAB inh 2.2, DSG3 Ab inh 96 and phage Ecoli inh 3.1.
Screening COc1ccc(C(=O)N2CC3(C)C4CCC3(C)C2(C#N)C4)cc1OC (centres undefined) returned OPRM1-OPRD1 inv 12, Tat transport -1, SUMO Mot1 rescue 2, PKA-R1A activ -8, Arrestin-AP2 inh -4, Ecoli viability -3.1, OPRM1-OPRD1 ag -2.5, AddAB inh 4.8, PfHsp90 yeast 2 7, DSG3 Ab inh 94 and phage Ecoli inh 1.9.
For CCc1nnc(NC(=O)CSc2nccn2-c2cc(C)cc(C)c2)s1 the results were OPRM1-OPRD1 inv -4, Tat transport -1, SUMO Mot1 rescue 3, PKA-R1A activ -1, Arrestin-AP2 inh 16, Ecoli viability -2.8, OPRM1-OPRD1 ag 0.7, AddAB inh -3.0, PfHsp90 yeast 2 7, DSG3 Ab inh 103 and phage Ecoli inh 0.8.
Screening Cc1ccc(NC(=O)CN2CCCN(S(=O)(=O)c3ccc(Br)s3)CC2)cc1 returned OPRM1-OPRD1 inv -35, Tat transport -3, SUMO Mot1 rescue -4, PKA-R1A activ -9, Arrestin-AP2 inh -2, Ecoli viability -2.1, OPRM1-OPRD1 ag 6.5, AddAB inh -0.5, PfHsp90 yeast 2 18 and DSG3 Ab inh 103.
COc1ccc(C(=O)NC(=S)Nc2ccc3[nH]c(=O)[nH]c3c2)cc1 was read as OPRM1-OPRD1 inv -4, Tat transport 3, SUMO Mot1 rescue 1, PKA-R1A activ 6, Arrestin-AP2 inh 23, Ecoli viability -2.0, OPRM1-OPRD1 ag 0.6, AddAB inh 2.0, PfHsp90 yeast 2 1 and phage Ecoli inh -0.1.
Cc1ccc(S(=O)(=O)Nc2ccc3oc(=O)sc3c2)c(C)c1 was read as OPRM1-OPRD1 inv -29, Tat transport 8, SUMO Mot1 rescue -8, PKA-R1A activ -5, Arrestin-AP2 inh 4, Ecoli viability 0.2, OPRM1-OPRD1 ag 5.7, AddAB inh 4.0, PfHsp90 yeast 2 -8, DSG3 Ab inh 88 and phage Ecoli inh 0.8.
Screening Cc1ccn2c(=O)nc(SCC(=O)Nc3cc(C)on3)nc2c1 returned OPRM1-OPRD1 inv 17, Tat transport -4, SUMO Mot1 rescue -11, PKA-R1A activ -3, Arrestin-AP2 inh 1, Ecoli viability 3.2, OPRM1-OPRD1 ag -3.3, AddAB inh 5.8, DSG3 Ab inh 108 and phage Ecoli inh 1.3.
For O=C(O)C1CCCCC1C(=O)Nc1cccc(C(=O)N2CCCCC2)c1 (centres undefined) the results were OPRM1-OPRD1 inv 12, Tat transport 16, SUMO Mot1 rescue 2, PKA-R1A activ -3, Arrestin-AP2 inh 2, Ecoli viability 1.7, OPRM1-OPRD1 ag -2.2, AddAB inh 2.5, PfHsp90 yeast 2 -25, DSG3 Ab inh 105 and phage Ecoli inh -2.5.
CCc1c(C)nc(SCC(=O)Nc2cccc(Br)c2)[nH]c1=O was read as OPRM1-OPRD1 inv 13, Tat transport -3, SUMO Mot1 rescue 1, PKA-R1A activ -14, Arrestin-AP2 inh -3, Ecoli viability 3.4, OPRM1-OPRD1 ag -2.3, AddAB inh 2.8, PfHsp90 yeast 2 -3, DSG3 Ab inh 94 and phage Ecoli inh 2.1.

Screening results deposited in PubChem BioAssay by several laboratories.
